Bioassay records from PubChem.
Dynein transport – blocks dynein driven cargo transport along microtubules; 3617.4 mouse cells, GR-EGFP nuclear translocation imaging; test concentration mostly 20 µM; stimulated with dexamethasone, 1 µM; active compounds read low; z-score, hits read low; 220,000 tested, 0.47% active; AID 1381;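 active means plate z-score of nuclear minus cytoplasmic receptor signal below a set negative limit, without overly bright fluorescence or cell loss, cut at about -3.5 in these data, passing the limit was not always enough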;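 further: z-score of nuclear minus cytoplasmic ring GR-EGFP intensity difference per well; some compounds called inactive have numbers as strong as hits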
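Buffer or medium: tet-free, stripped-serum medium; Also added: dexamethasone, 1.0 µM final; Technique: high-content fluorescence imaging after fixation; Times: 48 h induction, 1 h compound, 30 min dex at 37 °C; Read-out: per-cell GR-EGFP intensity, nucleus versus surrounding cytoplasmic ring, well-averaged.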
Yfh1-depleted yeast – enhancers of respiration in Yfh1-depleted yeast, dose response, Friedreich's ataxia, plus single-dose screen (AID 1465) | S. cerevisiae Yfh1-off respiration, WST-1 reduction, 72 h; higher fold induction means a stronger effect | fold induction at 50 µM, or EC50 in µM where a hit was titrated | 220,000 tested, 0.074% active;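 active means fold induction of absorbance versus untreated yeast above a set limit, then at least 30% activation at any dose in follow-up; inconclusive means repeats straddling the limit, or above it without dose testing; inactive means fold induction below the set limit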;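 further: activators that raise dye reduction in frataxin-depleted yeast; strong numbers were not always called active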
P. falciparum M1AAP – malaria alanyl aminopeptidase activity blockers – biochemical, fluorogenic H-Leu-NHMec substrate, 1536-well (AID 1445) | recombinant M1AAP, H-Leu-NHMec fluorogenic kinetic assay; higher % means a stronger effect | inhibition, % at 30 µM, or IC50 in µM where a hit was titrated | 220,000 tested, 0.42% active;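 active means primary inhibition above the hit cutoff, then over 50% inhibition at one or more dose response concentrations, cut at about 23% in these data, passing the limit was not always enough; inconclusive means conflicting primary data, or primary hits not chosen for dose response; inactive means low primary inhibition, or under 50% at every dose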;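 further: plate controls were DMSO full reaction for no effect and no enzyme background for full effect; strong numbers were not always called active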
M17LAP inhibition – P. falciparum M17LAP inhibitors, primary screen, biochemical, fluorogenic H-Leu-NHMec substrate, 1536-well (AID 1619) | 220,000 tested, 0.38% active | recombinant M17LAP, H-Leu-NHMec fluorogenic kinetic assay; higher % means a stronger effect | inhibition, % at 30 µM; hits with a dose series show IC50 in µM;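 active means compound inhibiting the enzyme by more than half at any dose during confirmatory dose-response retesting; inconclusive means strong single-dose inhibitors picked by rank but not retested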;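 further: plate controls were full reaction with DMSO carrier for no effect and no enzyme background for full effect; strong numbers were not always called active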
Insulin prom up – MIN6 insulin promoter up-regulation; MIN6 insulin promoter-GFP reporter, high-content imaging; active compounds read high; z-score at 5 µM; 190,000 tested, 0.3% active; AID 1625;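 active means z-score above 3 at 5 µM with at least 500 cells counted in the well; inconclusive means wells under 500 cells, flagged as cytotoxic or low count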
Autophagy mod – autophagy modulation, high-content screen | MEF GFP-LC3 puncta imaging; test concentration mostly 10 µM | calls only at 10 µM (by protocol) | 190,000 tested, 0.98% active;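 active means percentage of spot-positive cells more than 3 SD above its plate mean, without a fluorescence outlier flag or 80% toxicity; inconclusive means no clear call, values can overlap the other calls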;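 further: spot-positive cell cutoff set from DMSO-treated cells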
MT stabilizer – microtubule stabilizers in HeLa cells; 200,000 tested, 0.83% active; AID 2205; % tubulin-high responders, % at 10 µM; HeLa tubulin immunostaining HCS, 24 h; share of cells brighter than vehicle mean+2SD;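 active means plate Z-score above 3 for both tubulin-high and condensed-nucleus cell shares, with cell loss under 80%, at 10 µM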;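 further: anti alpha tubulin signal scored within the nucleus-defined area of each cell; some results filed as inactive read as strong as hits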
CSM14.1 death rescue – protection against thapsigargin-triggered cell killing – 384-well, CSM14.1, ATP luminescence, primary screen (AID 1222); one-dose cellular ATP content (survival), % at 20 µM; EC50 in µM for titrated hits; 190,000 tested, under 10 active; CSM14.1 thapsigargin-induced death rescue, ATP luminescence; higher % means a stronger effect;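 active means EC50 below 50 µM in the dose-response confirmation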;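 further: death triggered by thapsigargin at about 15 µM added after 2 h compound pretreatment; cell ATP read after overnight thapsigargin exposure of roughly 18 to 22 hours; normalized against plate controls of thapsigargin alone and 5% DMSO vehicle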
Lipid droplet – hepatic lipid droplet formation modulation. AID 1656. AML12 mouse hepatocytes, oleate lipid droplets, BODIPY imaging. 240,000 tested, 0.4% active. inhibition, % at 6.5 µM;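 active means lipid droplet intensity inhibited by at least 50%, with more than 500 cells counted; inconclusive means wells with under 300 cells, treated as cytotoxic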
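Assay system: AML12 hepatocytes (mouse); Probe or stimulus: oleic acid at 100 µM to induce lipid droplet formation; Dosing: compound at 6.5 µM only; Schedule: compound with oleate, overnight; Detection: fluorescence imaging, 20x objective, two fields per well; Measure: % inhibition of lipid droplet signal.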
Dynein transport cytoplasmic EGFP – second read-out of Dynein transport, no call of its own (marks repeat the call); z-score; measured here: cytoplasmic GR-EGFP intensity; active compounds read high
Dynein transport nuclear GR-EGFP – second read-out of Dynein transport, no call of its own (marks repeat the call); z-score; measured here: nuclear GR-EGFP intensity;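 lower value marks the stronger effect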
Dynein transport cell count – recorded beside Dynein transport, whose call it bears; z-score; measured here: cell count per field
Insulin prom up cell count – further read-out of Insulin prom up, marked with its call; cell count; measured here: cytotoxicity, nuclei count;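 total cells summed across four imaged fields per well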
Lipid droplet cells 6.5 µM – recorded beside Lipid droplet, whose call it bears; cell count; measured here: cell count, cytotoxicity flag;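 cells counted across two imaged fields per well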
MT stabilizer Hoechst-high % – further read-out of MT stabilizer, marked with its call; % Hoechst-high responders; measured here: nuclear condensation Hoechst responders;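 share of cells brighter than vehicle mean plus two SD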
MT stabilizer cytotoxicity % – second read-out of MT stabilizer, no call of its own (marks repeat the call); toxicity, %; measured here: cytotoxicity by cell density;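 0% = mean cell density of plate MIN control wells and 100% = no cells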
Autophagy mod cell loss 18 h – also measured in Autophagy mod; calls as there; toxicity, %; measured here: cell loss, nuclei count;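 cell loss after 18 h compound exposure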
* = called active by the depositor; i = inactive; u = inconclusive; x = not tested or not shown.

SMILES	Dynein transport	Dynein transport cytoplasmic EGFP	Dynein transport nuclear GR-EGFP	Dynein transport cell count	Yfh1-depleted yeast	P. falciparum M1AAP	M17LAP inhibition	Insulin prom up	Insulin prom up cell count	Autophagy mod	Autophagy mod cell loss 18 h	MT stabilizer	MT stabilizer Hoechst-high %	MT stabilizer cytotoxicity %	CSM14.1 death rescue	Lipid droplet	Lipid droplet cells 6.5 µM
COc1cccc(-c2nnc3n2N=C(c2cc(OC)ccc2OC)CS3)c1	0.85	-0.17	0.8	0.16	i	6%	-11%	-0.48	1487	i	9	3.7	2.3	2.4	2.5%	x	x
N#CC1=C(N)C(C#N)(C#N)C(c2ccncc2)C2CN(C(=O)OCc3ccccc3)CC=C12 (centres undefined)	-4	7.3	-0.68	1.3	i	12%	-30%	x	x	i	-11	2.7	2.0	6.4	1.3%	-4	743
Cc1cc(C)c2nc(Cl)c(CN(Cc3ccco3)C(=O)Nc3ccccc3C)cc2c1	1.7	-0.14	0.82	-2.8	i	6%	8%	-0.96	1110	i	26	21*	27*	54*	-1.4%	3	718
N=C1/C(=C\c2ccc(-c3cccc(Cl)c3)o2)C(=O)N=C2SC=C(c3ccccc3)N12	-0.21	-0.17	-0.097	-0.012	i	16%	-4%	0.22	1275	i	-8	4.4	1.8	12	-2.5%	-26	637
O=c1[nH]c(=O)n(Cc2ccco2)c2c1C(C(F)(F)F)(C(F)(F)F)N=C(CCc1ccccc1)N2	0.42	-0.25	-0.72	0.68	i	-1%	6%	x	x	i	-2	5.9	3.0	5.1	0.3%	x	x
CCC(NC(=O)c1ccccc1NC(=O)c1ccccc1)C(=O)O (centres undefined)	-0.32	-0.23	0.045	0.71	i	10%	15%	0.3	1352	i	-9	5.2	2.2	8.9	-1.3%	x	x
Cc1oc2ccc(OC(=O)N3CCOCC3)cc2c1C(=O)OC(C)C	-0.25	-0.31	0.52	0.39	i	0%	6%	-0.26	1189	i	-1	3.4	2.6	5.1	1.7%	x	x
Cc1ccnc(NC(=S)NC(=O)c2ccco2)c1	0.29	-0.24	0.35	-1.2	x	2%	-2%	-0.6	1549	i	-2	1.4	1.4	10	-4.2%	x	x
CN1CCN(S(=O)(=O)c2ccc(-c3ccc(Cl)cc3)cc2)CC1	0.052	-0.096	0.51	-0.36	i	-2%	6%	0.14	1071	i	3	2.5	0.5	59	-2.7%	-7	755
Cc1ccccc1OC1C(=O)N(CC2CCCO2)C1c1ccc2c(c1)OCO2 (centres undefined)	-0.31	-0.2	0.32	0.5	i	x	x	-0.66	1351	i	8	3.5	2.1	3.5	-0.7%	-8	683
CNC(=S)N1CCN(c2ccc([N+](=O)[O-])cc2)CC1	0.84	-0.2	0.066	-2.5	x	10%	19%	0.11	1565	i	-2	1.2	1.4	6.4	-0.1%	x	x
CC(=O)Nc1ccc(C(=O)Nc2ccc(S(=O)(=O)N3CCCC3)cc2)cc1	1.1	-0.22	0.88	0.43	i	6%	7%	1.1	1313	i	0	2.1	2.4	2.7	0.3%	x	x
COc1ccc(NC(=S)N2CCN(C(=O)c3ccco3)CC2)c(OC)c1	0.18	-0.25	0.23	0.3	i	1%	1%	0.33	1401	i	12	4.0	2.0	5.2	2.6%	-8	711
Cc1ccc(C23OC(=O)C(C)(C)C2OC(=O)C3(C)C)cc1 (centres undefined)	0.093	-0.21	-0.35	-0.29	i	-3%	4%	1.2	1366	i	-2	1.6	1.4	9.2	0.2%	x	x
Cc1cc(Cl)c(S(=O)(=O)N2CCN(c3ccc(F)cc3)CC2)cc1OCC(=O)NC1CCCCC1	0.74	-0.16	0.48	-0.64	i	4%	5%	u	x	i	19	2.1	1.0	5.3	-0.6%	0	760
O=c1c(-c2n[nH]c(=S)o2)cccn1Cc1ccccc1	3.5	-0.23	1.6	-2.3	i	14%	-1%	-0.33	1257	i	27	1.7	2.7	5.2	-0.9%	2	698
Cc1ccc2c(c1)[nH]c1c(=O)n(CCN3CCNCC3)cnc12	-0.79	-0.29	-0.071	0.14	i	-1%	-2%	0.21	1160	i	6	3.1	2.1	9.9	-2.5%	x	x
O=C(COC(=O)/C=C/c1cccc(Cl)c1)NCCC1=CCCCC1	-0.03	-0.25	0.41	0.78	i	-2%	3%	-0.03	1433	i	3	3.3	2.2	3.6	-0.5%	-2	696
Cc1oc(-c2ccccc2F)nc1CS(=O)(=O)CC(=O)N1CCN(c2ccccc2)CC1	-1	-0.22	-0.6	0.39	i	3%	-2%	-0.04	1051	i	13	3.2	3.3	6.6	2.0%	x	x
COc1cc(/C=N/NC(=O)COc2cccc(F)c2)ccc1OS(=O)(=O)c1ccc(C)cc1	-0.42	-0.27	-0.54	0.44	i	5%	3%	-0.5	1157	i	8	2.2	3.2	2.7	3.8%	-11	615
CC1(C)Cc2c(sc3nc[nH]c(=O)c23)CO1	0.33	0.2	0.88	-0.8	i	5%	7%	-0.06	1486	i	-5	2.8	2.6	6.2	-0.7%	6	725
CNC(=S)N/N=C/c1cn(Cc2ccc(C)cc2)c2ccccc12	0.047	-0.25	0.11	0.56	i	5%	-6%	0.73	1339	i	7	25*	11*	52*	-3.1%	-42	649
CCOc1ccc(C2/C(=C(\O)c3cccc(OC)c3)C(=O)C(=O)N2c2cc(C)on2)cc1OC (centres undefined)	3.1	-0.16	2.3	-1.3	i	15%	23%	-0.22	1325	i	-3	4.6	1.6	8.7	2.1%	0	756
c1ccc(NCc2nnc3n2CCCCC3)cc1	-0.051	-0.21	0.081	0.44	i	-1%	4%	-0.08	1242	i	-14	2.0	1.7	7.4	0.5%	x	x
COCCn1c(=O)[nH]c2cc(C(=O)NCCc3ccc(OC)c(OC)c3)ccc2c1=O	-0.89	-0.23	-0.31	0.5	i	7%	-15%	-0.43	1505	i	2	2.4	3.1	8.0	-0.4%	x	x
Cn1c(N)c(C(=O)COC(=O)C2CCCCC2)c(=O)n(C)c1=O	-0.58	0.11	-0.12	1.2	i	11%	-6%	0.41	877	i	0	1.3	1.9	7.3	-0.9%	x	x
CCOc1ncccc1C(=O)OCC(=O)NCCc1ccc(OC)cc1	0.029	-0.24	0.32	0.88	i	4%	2%	0.18	921	i	-4	3.6	1.8	7.7	2.2%	x	x
CN(C)S(=O)(=O)c1ccc(Nc2ccc(-c3ccc4c(c3)OCCO4)nn2)cc1	0.82	0.051	-0.56	-0.59	i	2%	-11%	-0.07	1493	i	-5	2.6	1.6	8.8	-0.9%	x	x
Cc1cc(=O)[nH]c2c1c(C)nn2-c1ccccc1	0.59	-0.23	0.94	-0.24	i	4%	4%	-0.29	1016	i	-41	2.4	1.1	7.2	0.5%	x	x
CSc1ccccc1C(=O)Nc1cccc(C(C)O)c1 (centres undefined)	2.4	-0.23	1.1	-1	i	4%	-19%	1.1	1211	i	12	4.4	2.5	6.3	-1.4%	8	780
CC1(C)Oc2ccc3ccc(=O)oc3c2/C(=C/Nc2cccc(O)c2)C1=O	-0.42	-0.15	-0.21	-0.013	i	4%	7%	-1.2	1084	i	8	2.6	2.1	3.3	-1.1%	-3	727
O=C(Nc1ccccc1)c1ccc(NCc2ccco2)c(S(=O)(=O)N2CCOCC2)c1	1.2	-0.23	0.78	-0.51	i	11%	-4%	0.95	1849	i	5	2.0	1.2	3.3	-1.5%	-20	533
CN(C)c1ccc(/C=C2\N=C(c3ccc(Cl)c([N+](=O)[O-])c3)NC2=O)cc1	-4.5	22	0.79	-0.12	i	0%	-2%	x	x	i	-5	3.7	1.8	4.9	-3.2%	-2	639
COC(=O)C1=CC(C(=O)c2cccs2)=NN(c2ccc(OC)cc2)C1C(=O)OC (centres undefined)	-0.64	-0.29	-0.72	0.52	i	7%	5%	0.42	1252	i	8	4.7	1.9	4.8	2.6%	20	739
O=C(NCc1ccccc1)c1ccc(Oc2ccc(C(=O)NCc3ccccc3)cc2)cc1	-0.71	0.16	-0.32	0.017	i	4%	0%	x	x	i	-3	1.7	2.2	5.1	-0.7%	21	792
CCOc1cc2[nH]c(=S)n(C3CC3)c(=O)c2cc1OCC	-0.93	-0.21	-0.62	0.17	i	5%	9%	0.28	1548	i	19	2.7	1.2	11	-0.9%	1	670

2 of these compounds in another layout.
SMILES,Dynein transport,Dynein transport cytoplasmic EGFP,Dynein transport nuclear GR-EGFP,Dynein transport cell count,Yfh1-depleted yeast,P. falciparum M1AAP,M17LAP inhibition,Insulin prom up,Insulin prom up cell count,Autophagy mod,Autophagy mod cell loss 18 h,MT stabilizer,MT stabilizer Hoechst-high %,MT stabilizer cytotoxicity %,CSM14.1 death rescue,Lipid droplet,Lipid droplet cells 6.5 µM
CC1(C)Oc2ccc3ccc(=O)oc3c2/C(=C/Nc2cccc(O)c2)C1=O,-0.42,-0.15,-0.21,-0.013,i,4%,7%,-1.2,1084,i,8,2.6,2.1,3.3,-1.1%,-3,727
CN(C)c1ccc(/C=C2\N=C(c3ccc(Cl)c([N+](=O)[O-])c3)NC2=O)cc1,-4.5,22,0.79,-0.12,i,0%,-2%,x,x,i,-5,3.7,1.8,4.9,-3.2%,-2,639
